# Screens as filed in PubChem.
# IMPase Li cell = IMPase inhibition in cells with lithium potentiation; CHO-M1 cells, IP1 TR-FRET (IP-One), carbachol + lithium; Potency, µM (series often up to 59.4 µM), for inactives: at the highest dose activity, negative = IMPase inhibition, actives largely listed as inhibitors; actives 0.35% (n = 210,000);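 further: IP1 builds up when IMPase is blocked and the TR-FRET signal falls; potency means the concentration at half of the fitted maximal effect; plate controls were basal vehicle for no effect and high inhibitor control for full effect; nearly all actives have a fitted effect of over 50% in size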
#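 Lithium-sensitised IP1 accumulation assay; M1-expressing CHO cells treated 30 min at 37C with compound. Competitive antibody detection by time-resolved FRET followed a 10 min room-temperature lysis step.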
# Epigenetic derep = regulators of epigenetic silencing causing reporter derepression in mouse cells; murine LDR cells, GFP reporter derepression, 30 h; Potency, µM (titrated, usually from 53.9 µM), for inactives: at the highest dose GFP activation, most hits filed as activators; actives 0.2% (n = 280,000); AID 1865; further: potency means the concentration at half of the fitted maximal effect; % of control where 0% means no effect; nearly all actives have a fitted effect of over 60% in size
#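 Murine LDR cells bearing a silenced CMV-driven GFP reporter were exposed to compound for 30 h at 37 C. After PBS washes, GFP-positive cells (20-120 um objects) counted by laser-scanning microplate cytometry.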
# NPSR antag = neuropeptide S receptor (human) antagonism, cAMP; Q6W5P4; CHO-NPSR cells, cAMP TR-FRET, antagonist mode; Potency, µM (doses to about 38.3 µM), inactives show at the highest dose activity change, negative = inhibition, usual class: inhibitors; actives 1% (n = 220,000); AID 1461; further: potency means the concentration at half of the fitted maximal effect; on the % scale 0 is the no-effect control and ±100 the full control effect; nearly all actives have a fitted effect of over 50% in size; many of its hits are not listed in these tables
# Target sequence (Q6W5P4 whole entry, looked up): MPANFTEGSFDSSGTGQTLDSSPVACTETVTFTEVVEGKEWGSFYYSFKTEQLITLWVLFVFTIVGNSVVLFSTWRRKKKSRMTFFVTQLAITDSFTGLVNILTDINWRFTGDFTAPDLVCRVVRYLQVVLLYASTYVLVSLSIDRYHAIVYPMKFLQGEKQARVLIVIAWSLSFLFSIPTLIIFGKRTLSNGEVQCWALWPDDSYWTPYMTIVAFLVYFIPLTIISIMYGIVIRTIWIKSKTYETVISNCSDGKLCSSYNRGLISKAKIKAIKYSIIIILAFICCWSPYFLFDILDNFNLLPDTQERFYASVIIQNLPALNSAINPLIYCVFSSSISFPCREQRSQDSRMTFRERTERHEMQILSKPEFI
# L3MBTL1 block = inhibitors of human L3MBTL1; AlphaScreen L3MBTL1–H3K9me1 peptide binding; actives 0.66% (n = 230,000); AID 485360; Potency, µM (titrated, usually from 57.1 µM), inactives show at the highest dose activity, negative = inhibition, hits mostly inhibitors; further: potency means the concentration at half of the fitted maximal effect; on the % scale 0 is the no-effect control and ±100 the full control effect; nearly all actives have a fitted effect of over 60% in size
#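 AlphaScreen proximity signal between nickel-chelate acceptor and streptavidin donor beads (final 10 ug/mL) reports binding of 50 nM L3MBTL1 to 75 nM biotin-H3 K9me1 peptide; complex incubated with compounds 30 min at room temperature; cefsulodin titration as control.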
# CBFb RUNX1 block = inhibitors of human CBF-beta and RUNX1 interaction; Q01196+Q13951; AlphaScreen CBFb-His/RUNX1-biotin binding, biochemical; Potency, µM (highest dose often 59.8 µM), inactives show at the top dose activity, negative = inhibition, usual class: inhibitors; 230,000 tested, under 10 active; further: % of control where 0% means no effect
# Target sequence (Q01196 whole entry, looked up): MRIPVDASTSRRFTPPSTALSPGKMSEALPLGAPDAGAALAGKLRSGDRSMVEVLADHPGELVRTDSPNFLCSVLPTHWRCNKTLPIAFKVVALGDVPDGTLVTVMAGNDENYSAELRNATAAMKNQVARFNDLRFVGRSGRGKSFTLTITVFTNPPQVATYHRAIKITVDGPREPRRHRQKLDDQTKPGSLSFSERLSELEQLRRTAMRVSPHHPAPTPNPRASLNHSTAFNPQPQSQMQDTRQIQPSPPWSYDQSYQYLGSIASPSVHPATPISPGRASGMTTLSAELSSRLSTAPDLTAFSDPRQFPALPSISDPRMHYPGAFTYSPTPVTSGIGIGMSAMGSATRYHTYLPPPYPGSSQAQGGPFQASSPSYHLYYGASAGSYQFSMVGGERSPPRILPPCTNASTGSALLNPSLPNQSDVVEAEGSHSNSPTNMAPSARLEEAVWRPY
# Target sequence (Q13951 whole entry, looked up): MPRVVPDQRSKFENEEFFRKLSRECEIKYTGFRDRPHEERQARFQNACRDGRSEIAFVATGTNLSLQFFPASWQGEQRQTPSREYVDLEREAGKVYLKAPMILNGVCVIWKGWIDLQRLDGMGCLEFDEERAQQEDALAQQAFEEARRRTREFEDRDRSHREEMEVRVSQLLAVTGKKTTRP
#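 Interaction loss through any mechanism counts as activity. Pre-formed complex of His-CBF-beta and biotin-RUNX1 (30 nM apiece) is incubated with compound 15 min, then with 50 ng nickel and 50 ng streptavidin beads for 90 min before AlphaScreen detection.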
# HttQ103 aggreg = inhibitors of mutant huntingtin aggregate formation in PC12 cells; AID 1688; PC12 HttQ103-GFP aggregates, Acumen cytometry, 40 h; actives 1.1% (n = 220,000); Potency, µM (doses to about 46.1 µM), for inactives: at the top dose activity change, negative = inhibition, most hits filed as inhibitors; further: potency means the concentration at half of the fitted maximal effect; on the % scale 0 is the no-effect control and ±100 the full control effect; nearly all actives have a fitted effect of over 60% in size
#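 Compounds (qHTS titration) were added to PC12 cells expressing an ecdysone-driven HTT exon 1 Q103–GFP fusion after induction with 100 nM tebufenozide. Aggregate formation was measured as GFP objects in cell lysates.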
# Luc counter = blocks Kinase-Glo luciferase, a counter-screen artifact | Q27757 | Kinase-Glo luciferase, ATP luminescence, 8 min | Potency, µM (top dose mostly 38.3 µM), inactives show at the highest dose activity change, negative = inhibition, actives largely listed as inhibitors | actives 0.28% (n = 200,000) | AID 1379; further: potency means the concentration at half of the fitted maximal effect; on the % scale 0 is the no-effect control and ±100 the full control effect; nearly all actives have a fitted effect of over 60% in size
#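 Substrate mix (final 50 mM imidazole pH 7.2, 50 mM KCl, 7 mM MgCl2, 10 uM ATP, 0.01% Tween 20, 0.05% BSA) plus pin-tool compound, then Kinase-Glo detection mix; 8 min ambient, luminescence read.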
# * = called active by the depositor; ? = inconclusive; . = not tested or not shown; [ ] = another dose, or the depositor's remark. The call rests on the fitted dose curve; in most records, active means well fitted curve in the direction sought with a large enough effect; inconclusive means small, poorly fitted or top-dose-only effect, or another doubt; inactive means no such curve, though single readings can be large; an effect the other way counts as inactive or inconclusive. Only part of the results is shown. The share of hits here may be higher or lower than overall.
# Sample of the layout:
SMILES,IMPase Li cell,Epigenetic derep,NPSR antag,L3MBTL1 block,CBFb RUNX1 block,HttQ103 aggreg,Luc counter
CC(C)c1ccc(O)c(NC(=S)NC(=O)CCc2ccccc2)c1,-20%,-2.9%,-7%,-5%,-2%,22%,1%
Cc1ccc(NS(=O)(=O)c2ccc(CCC(=O)NCc3cccnc3)cc2)cc1,5%,-0.1%,-4%,-3%,-1%,12%,-1%
CC1CN(CC(O)COC(c2ccc(Cl)cc2)c2ccc(Cl)cc2)CC(C)O1 (stereo unspecified),8%,2.6%,?,28%,-1%,6%,0%
CCOc1ccc(NC(=O)COn2nnc3ccc(S(=O)(=O)N4CCOCC4)cc32)cc1,-11%,-0.3%,-39%,.,-3%,10%,-2%
COc1cccc(N2C(=O)C3ON(c4ccccc4)C(c4cccs4)C3C2=O)c1 (stereo unspecified),12%[38.3 µM],0.2%,-8%[46.1 µM],0%,-1%,18%,-5%
Cc1ccc(NS(=O)(=O)c2ccc(NC(=O)[C@@H]3CCCC[C@@H]3C(=O)O)cc2)c(C)c1,1%[38.3 µM],-1.2%,12%[46.1 µM],9%,-1%,-7%,-1%
CCc1ccc(-c2nc(CS(=O)CC(=O)O)c(C)o2)cc1 (stereo unspecified),.,?,9%,.,6%,-28%[9.22 µM],.

# The list itself, previewed entries included:
SMILES,IMPase Li cell,Epigenetic derep,NPSR antag,L3MBTL1 block,CBFb RUNX1 block,HttQ103 aggreg,Luc counter
CC(C)c1ccc(O)c(NC(=S)NC(=O)CCc2ccccc2)c1,-20%,-2.9%,-7%,-5%,-2%,22%,1%
Cc1ccc(NS(=O)(=O)c2ccc(CCC(=O)NCc3cccnc3)cc2)cc1,5%,-0.1%,-4%,-3%,-1%,12%,-1%
CC1CN(CC(O)COC(c2ccc(Cl)cc2)c2ccc(Cl)cc2)CC(C)O1 (stereo unspecified),8%,2.6%,?,28%,-1%,6%,0%
CCOc1ccc(NC(=O)COn2nnc3ccc(S(=O)(=O)N4CCOCC4)cc32)cc1,-11%,-0.3%,-39%,.,-3%,10%,-2%
COc1cccc(N2C(=O)C3ON(c4ccccc4)C(c4cccs4)C3C2=O)c1 (stereo unspecified),12%[38.3 µM],0.2%,-8%[46.1 µM],0%,-1%,18%,-5%
Cc1ccc(NS(=O)(=O)c2ccc(NC(=O)[C@@H]3CCCC[C@@H]3C(=O)O)cc2)c(C)c1,1%[38.3 µM],-1.2%,12%[46.1 µM],9%,-1%,-7%,-1%
CCc1ccc(-c2nc(CS(=O)CC(=O)O)c(C)o2)cc1 (stereo unspecified),.,?,9%,.,6%,-28%[9.22 µM],.
Cc1ccn(C(=O)c2ccc(NC(=O)CC(C)C)cc2)n1,-3%,-0.2%,3%,?,4%,4%[9.22 µM],-3%
O=[N+]([O-])c1ccccc1/C=N/Nc1nnc(-c2ccccc2)c(-c2ccccc2)n1,-1%,1.0%,-18%[46.1 µM],-1%,-6%,-7%,3%
Cc1ccc(NC(=O)[C@@H](NC(=O)c2cccc(S(=O)(=O)N3CCOCC3)c2)C(C)C)cc1C,-1%,3.0%,-4%,5%,3%,5%,1%
CCCCCCCC/C=C\CCCCCCCC(=O)N[C@@H](CO)Cc1ccc(O)cc1,5%,-1.1%,.,.,5%[21.7 µM],.,2%
CCC1CCCCN1C(=O)CSc1nnc(-c2ccc(OC)cc2)o1 (stereo unspecified),0%,-1.0%,4%,8%,-1%,0%,0%
CCOC(=O)C1(C)C=C(Nc2ccc(O)cc2)C(=O)N1c1ccc(O)cc1 (stereo unspecified),10%,7.1%,-4%,-26%,-2%,17%[9.22 µM],2%
Cc1cc(C(F)(F)F)c2c(N)c(C(=O)Nc3cc(C)on3)sc2n1,11µM*,?,?,1%,4%,-6%,-5%
CN(CCO)c1cc(NCCCN2CCC(Cc3ccccc3)CC2)c2nonc2c1[N+](=O)[O-],24%,-0.1%,?,5%,24%,-12%,1%
CC(=O)c1cnc(-c2ccccc2)s1,-3%,2.8%,-4%,.,-1%,-11%,-8%
c1ccc(-c2csc3nnc(SCc4ccc5c(c4)OCCO5)n23)cc1,12%,-1.0%,-5%,10%,-3%,-13%,0%
O=C(NCc1ccccn1)C1CCN(Cc2cnn(-c3ccccc3)c2-n2cccc2)CC1,44%[activator][38.3 µM],3.1%,19%[46.1 µM],.,-4%,-7%,-3%
Cc1cccc(-n2c(SCN3C(=O)c4ccccc4C3=O)nc3ccccc3c2=O)c1,.,-0.9%,?,-2%,-5%,7%,.
Nn1c(SCC(=O)NC(=O)NCc2ccco2)nnc1-c1ccc(OC(F)F)cc1,30%[activator][38.3 µM],-1.0%,-11%[46.1 µM],.,?,4%,-7%
CCN(CC)S(=O)(=O)c1ccc(OC)c(NS(=O)(=O)c2cccc(C(=O)O)c2)c1,1%,3.6%,6%,20%,4%,3%,-2%
O=C(Nc1ccc(Nc2ccncc2)cc1)c1ccc(Nc2ccnc3ccc([N+](=O)[O-])cc23)cc1[N+](=O)[O-],.,3.2%,13%,-20%,8%,-3%[9.22 µM],.
COc1cc(NS(=O)(=O)c2ccc(N=Cc3c(C)[nH]n(-c4ccccc4)c3=O)cc2)nc(OC)n1,-3%,0.9%,15%[46.1 µM],0%,?,-22%,-6%
C=CCn1c(O)c(N=NC(=S)Nc2cccc(OC)c2)c2ccccc21,9%,1.0%,-20%,?,.,?,1%
Cn1cnnc1SCC(=O)NNC(=O)c1ccc(Cl)cc1,4%,0.1%,7%,2%,0%,20%,2%

# Ordered by the number under NPSR antag (rising): 3 from the list above.
compound,NPSR antag
Cc1ccc(NC(=O)[C@@H](NC(=O)c2cccc(S(=O)(=O)N3CCOCC3)c2)C(C)C)cc1C,-4%
CCC1CCCCN1C(=O)CSc1nnc(-c2ccc(OC)cc2)o1 (stereo unspecified),4%
CCc1ccc(-c2nc(CS(=O)CC(=O)O)c(C)o2)cc1 (stereo unspecified),9%

# Other records:
SMILES,IMPase Li cell,Epigenetic derep,NPSR antag,L3MBTL1 block,CBFb RUNX1 block,HttQ103 aggreg,Luc counter
COc1ccc(-n2c(C)nn(CC3CC3)c2=O)cc1,-4%,-1.2%,12%,37%[activator][11.4 µM],-1%,-2%,0%
COc1ccccc1NC(=O)c1ccc(NC(=O)COC(=O)C2CC2C)cc1 (stereo unspecified),-3%,-1.8%,1%,-1%,-1%,-16%,6%
CCN(CC)C(=S)NC(=O)c1cccnc1,1%,1.1%,6%,2%,-2%,.,-2%
Cc1ccc(Nc2nnc(C(C)(C)C)c(=O)n2N)cc1,-2%,0.0%,-4%[46.1 µM],15%,1%,-7%,-1%
CC(=O)N1CCOCCOCCN(C(C)=O)CCOCCOCC1,-3%,0.0%,5%,0%,9%,.,0%
CCSc1ccc(C(=O)NCC(=O)O)cc1,.,1.6%,-17%,4%,8%,23%[9.22 µM],.
CCC(O)c1cc2c(cc1NC(=O)c1cccs1)OCCO2 (stereo unspecified),-4%[38.3 µM],3.6%,-7%[46.1 µM],6%[11.4 µM],6%,-15%,-1%
Cc1cc(C)n2cc(COc3ccc4ccccc4c3)nc2n1,-4%,0.2%,0%,-3%,9%,-17%,13%
O=C1CNC(=O)/C1=C\N1CCN(C(c2ccccc2)c2ccccc2)CC1,15%[38.3 µM],1.8%,4%[46.1 µM],1%,5%,2%,2%
COc1ccc(Nc2nnc(SCC(=O)NC(=O)Nc3ccc4c(c3)OCCO4)s2)cc1,5%,8.0%,3%,6%,1%,?,-2%
COCC1CCN(Cc2cn[nH]c2-c2cc3ccccc3o2)C1 (stereo unspecified),14%,2.4%,8%,-12%,0%,3%[9.22 µM],-4%
COc1ccccc1Nc1ncc(-c2cccs2)s1,-2%[38.3 µM],-0.1%,6%[46.1 µM],-7%,-16%,?,-8%
O=C(O)CCCCCNS(=O)(=O)c1ccc2c(c1)OCCO2,8%,3.0%,-15%,9%,7%,-4%[9.22 µM],-1%
CCOC(=O)C1CCN(C(=O)c2ccc(Cl)c(S(=O)(=O)N3CCOCC3)c2)CC1,5%[38.3 µM],-2.3%,-3%[46.1 µM],1%,3%,1%[9.22 µM],1%
CCN(CC)c1nc2ccccc2nc1C(C#N)C(=O)NCCCOC (stereo unspecified),35%[activator][38.3 µM],-1.0%,-25%[46.1 µM],.,0%,1%,2%
O=C(CN1CC(=O)Nc2ccccc21)Nc1ccc(F)c(F)c1,1%,-3.6%,-8%,.,1%,16%,1%
c1ccc(C2=Nn3c(Cn4nnc5ccccc54)nnc3SC2)cc1,.,-1.0%,11%,-2%,7%,10%[9.22 µM],.
CCCC(=O)OCCNC(=O)c1cc2ccccc2oc1=O,19%[38.3 µM],-1.0%,3%[46.1 µM],.,3%,-2%,-1%
CC1C(=O)CCN(C(C)(C)C)C1C (stereo unspecified),-11%[38.3 µM],-1.8%,6%[46.1 µM],7%,2%,24%,1%
CCC1(C)Cc2ccccc2-c2nc(NCCO)[nH]c(=O)c21 (stereo unspecified),?,-2.6%,-20%[46.1 µM],.,-12%,?,0%
CCOc1ccc(NC(=O)c2ccc(CSc3nnc(C)s3)cc2)cc1,2%,0.9%,5%,-11%,-2%,-19%[9.22 µM],3%
N#CCCn1nc(-c2ccc(Cl)cc2)cc1Nc1ccccc1NC(=O)C(F)(F)F,.,-0.9%,-5%[46.1 µM],-4%,2%,?,.
COC(=O)CSc1nnc(COc2ccc([N+](=O)[O-])cc2)n1C,3%,0.0%,9%,5%,-1%,.,-1%
COc1cccc(/C=N/n2c(-c3cc(C)[nH]n3)n[nH]c2=S)c1OC,.,1.2%,?,-5%,2%,-15%[9.22 µM],.
COc1ccc(CCNC(=O)Cn2nnc(-c3ccccc3F)n2)cc1OC,-6%[38.3 µM],-3.3%,-6%[46.1 µM],.,0%,8%[9.22 µM],7%
CN1c2ccccc2C(C)(C)C12C=Cc1cc(O)ccc1O2 (stereo unspecified),-5%[38.3 µM],13%,?,-28%,-10%,4%,-4%
CCOc1ccc(NC(=O)c2ccc3nccnc3c2)cc1,14%[38.3 µM],0.1%,-2%[46.1 µM],.,1%,-27%,-1%
Cc1ccc2nc(NC(=O)C3CCN(S(=O)(=O)c4cccnc4)CC3)sc2c1,4%[38.3 µM],0.7%,-13%[46.1 µM],1%,0%,-17%,-5%
O=C(Cc1csc(Nc2nc(=S)[nH]c3ccccc23)n1)NCCCN1CCN(c2ccccc2F)CC1,7%,?,-32%,-29%,-24%,1%,-3%

# Taken from the results shown for reference:
SMILES,IMPase Li cell,Epigenetic derep,NPSR antag,L3MBTL1 block,CBFb RUNX1 block,HttQ103 aggreg,Luc counter
CC(C)c1ccc(O)c(NC(=S)NC(=O)CCc2ccccc2)c1,-20%,-2.9%,-7%,-5%,-2%,22%,1%
Cc1ccc(NS(=O)(=O)c2ccc(CCC(=O)NCc3cccnc3)cc2)cc1,5%,-0.1%,-4%,-3%,-1%,12%,-1%
